Screening data (PubChem BioAssay)
Runt-CBFb FRET = blocks binding of human RUNX1 Runt domain to CBFb; Q01196+Q13951; Cerulean-Runt/Venus-CBFb FRET ratio 530/480, 1 h; inhibition, % at 20 µM; 220,000 compounds, 0.46% hits; AID 1496;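 active = inhibition over about 50% at 20 µM in the single-dose screen, limit read from the data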;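 note: 0% = DMSO wells and 100% = excess unlabeled CBFb competitor control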
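Schedule: protein complex preformed 1 h, compound exposure 1 h, room temperature, dark; test system: Cerulean-labeled Runt domain protein; amount: 100 nM per protein; buffer or medium: Tris 50 mM pH 7.5, KCl, K2SO4, 0.01% BSA; read-out: loss of energy transfer signal; detection: FRET fluorescence; controls: 5 µM unlabeled CBFb as full-inhibition high control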
Hck-Nef inh = human Hck-Nef kinase inhibition. Recombinant Hck-YEEI plus Nef, Z-Lyte FRET kinase assay. inhibition, % at 20 µM. 220,000 compounds, 0.68% hits. AID 463187;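 active = Hck-Nef kinase inhibition above about 50%, limit read from the data; inactive = inhibition below that limit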;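 note: 0% = DMSO with Hck plus Nef and 100% = Hck alone without Nef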
MDM2 E3 inh = inhibitors of human Mdm2 E3 ubiquitin ligase | Q00987 | cell-based MDM2 ubiquitination luciferase reporter, 2 h; 0 = plate control, 100 = twice control, blank-subtracted | signal enhancement, % at 5 µM | 210,000 compounds, 0.11% hits | AID 1230;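 active = signal enhancement of 30% or more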;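 note: luminescence tracks abundance of the self-degrading MDM2-luciferase fusion protein; higher signal means inhibition of MDM2 E3 ligase activity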
Target sequence (Q00987 whole entry, looked up, the tested form may be a part): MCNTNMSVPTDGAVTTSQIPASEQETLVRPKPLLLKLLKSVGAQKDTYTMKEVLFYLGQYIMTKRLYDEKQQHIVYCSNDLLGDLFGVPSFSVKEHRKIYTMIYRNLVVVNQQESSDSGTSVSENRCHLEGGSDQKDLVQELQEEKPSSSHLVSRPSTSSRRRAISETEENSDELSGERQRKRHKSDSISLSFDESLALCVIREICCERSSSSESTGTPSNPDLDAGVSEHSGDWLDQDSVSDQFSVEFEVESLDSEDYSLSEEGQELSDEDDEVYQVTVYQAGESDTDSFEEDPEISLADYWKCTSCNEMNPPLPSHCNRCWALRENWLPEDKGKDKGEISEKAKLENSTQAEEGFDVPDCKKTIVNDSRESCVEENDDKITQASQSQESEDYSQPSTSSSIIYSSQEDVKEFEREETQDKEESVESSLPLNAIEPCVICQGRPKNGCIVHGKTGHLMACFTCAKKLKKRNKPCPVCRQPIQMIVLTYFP
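Material: Stable MDM2–luciferase fusion reporter cells | Amount: 2000 cells seeded into each well | Dosing: One concentration, 5 µM, with 0.2% DMSO | Incubation: 4 h cell settling then 2 h compound exposure, 37 °C | Measured by: Luciferase luminescence | Read-out basis: % enhancement relative to plate controls after blank subtraction | Benchmarks: Control and blank well means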
p97 ATPase inh = blocks human p97 ATPase activity. recombinant p97 ATPase, Kinase-Glo ATP luminescence, 3 h. inhibition, % at 8 µM. 220,000 compounds, 0.42% hits; in the data active = inhibition above about 15%;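 note: 0% = DMSO vehicle and 100% = wells lacking enzyme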
RBBP9 inhibitor = inhibitors of human serine hydrolase RBBP9; O75884; recombinant RBBP9, FP-Rh probe fluorescence polarization; inhibition, % at 7.94 µM; 220,000 compounds, 0.2% hits; AID 1515;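 active = inhibition above the campaign mean of all tested compounds plus 3 SD, cut at about 14% in these data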;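 note: plate controls were DMSO wells with RBBP9 for no effect and wells lacking RBBP9 protein for full effect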
Target sequence (O75884 whole entry, looked up): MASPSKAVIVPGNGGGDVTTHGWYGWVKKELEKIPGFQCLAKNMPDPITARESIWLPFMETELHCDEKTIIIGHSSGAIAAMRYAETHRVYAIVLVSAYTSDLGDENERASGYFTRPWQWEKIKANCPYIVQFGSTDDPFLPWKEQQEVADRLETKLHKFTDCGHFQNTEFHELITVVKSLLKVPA
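Test system: recombinant human RBBP9. Quantity: 2.5 µM RBBP9 dispensing solution, before mixing. Detection: FP readout at 525/598 nm. Reagent: Serine-hydrolase probe FP-Rh, 375 nM pre-mixing. Measure: % inhibition. Control set: DMSO-treated enzyme wells and wells lacking RBBP9. Buffer or medium: Tris-NaCl-Pluronic buffer, pH 8.0. Times: preincubation 30 min plus labeling 45 min at 25 °C.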
NPY1 pot ag = potentiators or agonists of human neuropeptide Y receptor Y1; P25929; NPY-Y1 expressing cells, potentiator/agonist activation; activation, % at 3.6 µM; 220,000 compounds, 0.37% hits; AID 1304; in the data active = activation above about 33%, passing the limit was not always enough;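 note: cells stimulated with NPY at EC10 then isoproterenol at EC100; 0% = low agonist plus stimulus and 100% = saturating agonist plus stimulus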
Target sequence (P25929 whole entry, looked up): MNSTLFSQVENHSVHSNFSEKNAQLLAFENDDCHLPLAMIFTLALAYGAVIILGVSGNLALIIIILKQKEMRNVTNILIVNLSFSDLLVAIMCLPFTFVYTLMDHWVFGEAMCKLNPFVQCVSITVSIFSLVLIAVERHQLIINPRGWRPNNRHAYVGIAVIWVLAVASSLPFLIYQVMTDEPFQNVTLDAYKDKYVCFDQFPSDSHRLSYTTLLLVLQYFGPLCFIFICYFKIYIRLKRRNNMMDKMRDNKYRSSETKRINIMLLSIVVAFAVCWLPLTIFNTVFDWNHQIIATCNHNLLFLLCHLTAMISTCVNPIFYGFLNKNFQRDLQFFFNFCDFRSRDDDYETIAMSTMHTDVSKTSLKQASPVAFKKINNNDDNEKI
NPY2 pot ag = potentiators or agonists of human neuropeptide Y receptor Y2. activation, % at 3.6 µM. 220,000 compounds, 0.45% hits. cells expressing NPY-Y2, potentiator/agonist read-out; in the data active = activation above about 27%;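 note: cells stimulated with NPY near EC25 plus isoproterenol at EC100; 0% = vehicle plus submaximal agonist and 100% = vehicle plus saturating agonist; some results beyond the cut were filed as inactive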
NPY Y1 blocker = NPY-Y1 (human) receptor antagonism | P25929 | HEK293-CNG Y1 cells, membrane potential fluorescence; NPY at EC95, then isoproterenol | inhibition, % at 3.6 µM | 200,000 compounds, 1% hits | AID 1040;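 active = inhibition above the campaign mean inhibition of all tested compounds plus 3 SD, cut at about 20% in these data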;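 note: 0% = DMSO wells given NPY plus isoproterenol and 100% = isoproterenol alone without NPY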
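Benchmarks – high control isoproterenol alone, low control NPY with isoproterenol · Material – HEK293 Y1/CNG channel cell line · Times – dye 3 h, compound 60 min room temperature, stimulation 45 min · Probe or stimulus – NPY (25 nM), isoproterenol (1 µM), Ro 20-1724 (25 µM) · Evaluation – % inhibition of NPY effect · Signal – fluorescence, membrane potential probe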
Runt-SMMHC FRET = inhibitors of human RUNX1 Runt domain binding to CBFb-SMMHC; Cerulean-Runt/Venus-CBFb-SMMHC FRET ratio 530/480, 1 h; 220,000 compounds, 0.74% hits; inhibition, % at 20 µM; Q01196+Q13951; AID 1434;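 active = mean inhibition across duplicate retests at 20 µM reaching about 50%, limit read from the data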;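 note: 0% = DMSO wells and 100% = wells with excess untagged CBFb-SMMHC; inhibitors lower the FRET ratio by blocking Runt binding to CBFb-SMMHC; some results filed as inactive read as strong as hits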
* marks the source's active call; other numbers are inactive results; / = not tested or not shown.

SMILES	Runt-CBFb FRET	Hck-Nef inh	MDM2 E3 inh	p97 ATPase inh	RBBP9 inhibitor	NPY1 pot ag	NPY2 pot ag	NPY Y1 blocker	Runt-SMMHC FRET
O=C(O)c1ccccc1S	0	1	/	8	-6	6	14	-1	2
NC(=O)CSc1nnc(-c2cccs2)n1-c1ccccc1	/	1	10	0	-4	16	5	-4	-2
COc1cccc(=O)c2c(C)n(-c3ccc(C(=O)O)cc3)c(C)c12	5	6	-10	3	4	1	-12	1	-8
Cn1c(CO)cnc1-c1ccccc1	2	5	-4	6	-3	-4	-23	/	-5
COc1ccc(CNC(=O)c2ccc(N3CCCC3=O)cc2)cc1	3	0	-17	-3	0	-6	-18	-2	-1
CCOC(O)[C@H]1N[C@@H](c2ccc(Cl)cc2)[C@@H]([N+](=O)[O-])[C@@H]1c1ccccc1 (stereo partly specified)	-3	-15	1	2	-4	-1	-18	12	-1
NC(=O)COC(=O)c1sc2cc(F)ccc2c1Cl	0	12	-4	4	-3	-7	-12	-1	-4
Cc1ccc(S(=O)(=O)NCCCNS(C)(=O)=O)cc1	1	2	-6	5	2	-19	7	6	-4
Brc1ccc(CSc2ncnc3nc[nH]c23)cc1	-1	-4	-22	5	-9	-8	-11	8	-6
Fc1ccc(NC(=S)Nc2ccc(Br)cc2)cc1	0	3	-15	2	-4	-6	-1	0	4
COC(=O)c1ccc(OCC(=O)Nc2ccsc2C(=O)OC)cc1	-4	9	-5	1	-2	10	8	4	0
COc1cccc(C2N(c3cccc(Cl)c3)C(=O)C3CCCN32)c1 (stereo unspecified)	1	1	4	-1	-6	1	8	6	0
CC(=O)c1cccc(NC(=O)CCNS(=O)(=O)c2cccc3nsnc23)c1	0	1	2	0	-2	-4	3	1	-1
O=C(NCCc1ccccc1)C1CCN(S(=O)(=O)N2CCCCCC2)CC1	-2	11	-8	-4	-4	3	-10	5	-4
CCOC(=O)C1(CCCc2ccccc2)CCN(C(=O)C2=C(C)OCCO2)CC1	-5	5	-14	-2	-5	0	-12	0	-5
Cc1cc(NC(=O)CSc2nc3ccccc3n2CC(=O)N2CC(C)CC(C)C2)no1 (stereo unspecified)	0	-2	-19	7	-9	10	19	-1	5
CCn1c(N2CCN(CC(=O)c3c[nH]c4ccccc34)CC2)nc2c1c(=O)[nH]c(=O)n2C	-2	2	-6	1	0	-9	-4	-1	-5
Cc1ccc(C)n1N1C(=O)/C(=C\c2ccc(Cl)cc2)SC1=S	2	0	-16	6	-2	4	0	4	0
Cc1cccc(Nc2ncc3c(n2)CC(C)CC3=O)c1 (stereo unspecified)	-2	1	-14	1	-1	-11	-6	-1	1
COc1cc(/C=N/NC(=O)c2c(C)nnn2-c2nonc2N)ccc1O	1	7	5	3	2	15	-2	-4	0

A draw from above in order of length of the SMILES, falling.
SMILES	Runt-CBFb FRET	Hck-Nef inh	MDM2 E3 inh	p97 ATPase inh	RBBP9 inhibitor	NPY1 pot ag	NPY2 pot ag	NPY Y1 blocker	Runt-SMMHC FRET
CCOC(O)[C@H]1N[C@@H](c2ccc(Cl)cc2)[C@@H]([N+](=O)[O-])[C@@H]1c1ccccc1 (stereo partly specified)	-3	-15	1	2	-4	-1	-18	12	-1
CCn1c(N2CCN(CC(=O)c3c[nH]c4ccccc34)CC2)nc2c1c(=O)[nH]c(=O)n2C	-2	2	-6	1	0	-9	-4	-1	-5
Cc1cc(NC(=O)CSc2nc3ccccc3n2CC(=O)N2CC(C)CC(C)C2)no1 (stereo unspecified)	0	-2	-19	7	-9	10	19	-1	5
CCOC(=O)C1(CCCc2ccccc2)CCN(C(=O)C2=C(C)OCCO2)CC1	-5	5	-14	-2	-5	0	-12	0	-5
CC(=O)c1cccc(NC(=O)CCNS(=O)(=O)c2cccc3nsnc23)c1	0	1	2	0	-2	-4	3	1	-1
COc1cccc(=O)c2c(C)n(-c3ccc(C(=O)O)cc3)c(C)c12	5	6	-10	3	4	1	-12	1	-8
O=C(NCCc1ccccc1)C1CCN(S(=O)(=O)N2CCCCCC2)CC1	-2	11	-8	-4	-4	3	-10	5	-4
COc1cc(/C=N/NC(=O)c2c(C)nnn2-c2nonc2N)ccc1O	1	7	5	3	2	15	-2	-4	0
Cc1ccc(C)n1N1C(=O)/C(=C\c2ccc(Cl)cc2)SC1=S	2	0	-16	6	-2	4	0	4	0
Cc1cccc(Nc2ncc3c(n2)CC(C)CC3=O)c1 (stereo unspecified)	-2	1	-14	1	-1	-11	-6	-1	1
Fc1ccc(NC(=S)Nc2ccc(Br)cc2)cc1	0	3	-15	2	-4	-6	-1	0	4
O=C(O)c1ccccc1S	0	1	/	8	-6	6	14	-1	2

The main list resumes, repeating the 2 entries before the break.
SMILES	Runt-CBFb FRET	Hck-Nef inh	MDM2 E3 inh	p97 ATPase inh	RBBP9 inhibitor	NPY1 pot ag	NPY2 pot ag	NPY Y1 blocker	Runt-SMMHC FRET
Cc1cccc(Nc2ncc3c(n2)CC(C)CC3=O)c1 (stereo unspecified)	-2	1	-14	1	-1	-11	-6	-1	1
COc1cc(/C=N/NC(=O)c2c(C)nnn2-c2nonc2N)ccc1O	1	7	5	3	2	15	-2	-4	0
Cc1nc(NCCN2CCOCC2)c2nnn(Cc3c(F)cccc3Cl)c2n1	1	0	-17	0	-6	15	2	12	4
Cc1nc(NC(=O)CSc2nnc(C)n2CC2CCCO2)sc1C (stereo unspecified)	2	0	-2	3	6	-14	5	-1	1
COc1ccc(-c2nnc(SCc3nnc(-c4ccccc4)o3)n2-c2ccccc2)cc1	-2	2	-15	6	-4	21	-14	6	4
CN1CCN(C(=O)c2cc3nc(-c4ccco4)cc(C(F)(F)F)n3n2)CC1	3	19	-31	3	-2	7	-2	-3	13
O=C(C1CCCN(S(=O)(=O)c2ccccc2)C1)N1CCN(c2ncccn2)CC1 (stereo unspecified)	-1	0	-18	-1	-7	-12	2	0	-2
COc1ccc(O)c(C(=O)c2cnc3nc4ccccc4n3c2)c1	0	4	/	0	-9	-22	-6	0	0
COc1ccccc1CNC(=O)C1Cc2ccccc2C(=O)O1 (stereo unspecified)	0	23	-4	1	-2	0	3	-3	-4
O=C1CN(C(=O)CSc2nc3ccccc3n2CCc2ccccc2)c2ccccc2N1	1	8	-6	1	-1	-14	5	-1	2
Cc1ccc(-n2nnnc2SCC(=O)N(CC(C)C)c2c(N)n(CC(C)C)c(=O)[nH]c2=O)cc1	-2	-9	1	4	1	-1	-3	3	1
CCCC1(C(=O)OCC)NC(c2ccc(OC)cc2OC)C2C(=O)N(c3ccccc3)C(=O)C21 (stereo unspecified)	-4	14	-13	-2	8	-4	3	12	-6
CCC(=O)Nc1ccc(C(=O)CSc2nnc(-c3ccccc3F)n2C2CC2)cc1	-5	6	-8	6	1	-8	-7	2	-7
O=C(NCc1ccco1)C1CCN(c2nc3ccccc3n2Cc2ccccc2F)CC1	2	1	-3	-7	-10	-2	0	1	-3
COC(=O)C1=C(O)/C(=C\c2ccc(CNC(=O)C(=O)Nc3ccc(C)c(C)c3)o2)N=C1C	9	-12	-11	-2	-8	-25	2	1	-4
CN=c1scc(-c2ccco2)n1/N=C/c1ccc(O)c(O)c1	7	51*	-21	6	26*	17	7	7	9
O=C(CCN1CCN(C(c2ccccc2)c2ccccc2)CC1)N/N=C/c1ccc(O)cc1	1	1	-12	1	-4	8	7	5	-3
CC(C)=CCC/C(C)=C/C=N/NC(=O)c1cccc([N+](=O)[O-])c1	3	0	-19	3	4	10	3	6	3
CC1CCCC(NC(=O)CCn2c(=S)oc3ccccc32)C1C (stereo unspecified)	0	10	-12	3	2	13	-20	/	-1
O=C(Nc1ccccc1)c1[nH]ncc1[N+](=O)[O-]	4	7	-3	2	-3	8	2	-3	2
Brc1cc(Br)c2nc(-c3ccc(N4CCOCC4)cc3)ccc2c1	0	0	-2	-3	-8	2	-6	0	0
Clc1ccc(C2=Nc3cc(Cl)ccc3OC2)cc1	-2	-12	-15	0	-6	-41	-4	-2	2
COc1ccc(CCNc2oc(COc3ccccc3F)nc2C#N)cc1	1	0	-3	-2	-12	9	3	2	22
NC(=O)[C@@H]1CCCNc2c(F)cc([N+](=O)[O-])cc2C(=O)N[C@@H](CO)C(=O)N[C@@H](Cc2ccc(O)cc2)C(=O)N1	-1	-1	/	10	-13	-3	6	0	0
CCc1ccc(C(C)NC(=O)c2ncn[nH]2)cc1 (stereo unspecified)	-2	3	1	6	-6	-23	4	7	3
N#Cc1cc(C(=O)c2ccccc2O)cn(-c2nccs2)c1=O	-175	0	-8	2	-9	-2	0	-1	-117
CCOc1ccccc1C(=O)Nc1nncs1	3	0	-3	-2	-7	6	-9	2	-4
CCOc1cc(NC(=S)NCCCOC)c(OCC)cc1NC(=O)c1cccs1	4	7	-2	1	-8	8	9	0	-4
C/C(=N\NC(=O)c1ccc2c(c1)OCO2)c1ccc2c(c1)OCO2	0	21	-26	2	0	-19	-2	-2	3
CCCSc1nc(C)c(CC(=O)OCC)c(=O)[nH]1	3	-1	-3	-1	-2	15	0	4	-8
CC1(C)C(c2ccccc2)=NC(c2ccc(Br)cc2)N1O (stereo unspecified)	1	2	-3	3	-3	7	3	-2	0
C/C(=N\O)C(=O)C(CN1CCCCC1)CN1CCCCC1	1	-1	-11	0	-6	18	6	0	-6
COc1ccc(-c2nn(-c3ccccc3C)cc2CNC(C)Cn2cncn2)cc1F (stereo unspecified)	0	21	-5	-1	-4	-6	-2	0	1
CSc1ccccc1NC(=O)Cc1ccccc1[N+](=O)[O-]	1	5	-23	1	8	-6	-18	7	-1
FC(F)(F)c1cccc(OCc2nnc3n2CCC3)c1	-1	-1	-13	2	6	19	15	0	-7
